HIV fusion peptide: inhibitors of HIV fusion peptide binding, primary screen, biochemical, uHTS, fluorescence dequenching (AID 1986); cell-free peptide binding, fluorescence dequenching, 30 min; higher % means a stronger effect; inhibition, % at 20 µM, or IC50 in µM where a hit was titrated; hit rate 0.3% among 290,000; in the data active means inhibition mostly above about 52%, no sharp cut-off; inactive means mostly below about 76%; further: some results filed as inactive read as strong as hits
Siah-1 displacement: Siah-1 peptide-binding antagonists, primary screen, biochemical, fluorescence polarization, rhodamine-plectin, uHTS (AID 1817). Siah-1 / rhodamine-plectin peptide fluorescence polarization; higher % means a stronger effect. hit rate 0.02% among 290,000. displacement, % at 20 µM; hits with a dose series show IC50 in µM;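 active means displacement of at least 50% at 20 µM, with a fluorescence ratio check between 0.3 and a set limit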;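 further: plate controls were Siah plus tracer with DMSO for no effect and tracer alone without Siah for full effect; strong numbers were not always called active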
GPR35 arrestin U2OS: inhibition of zaprinast-stimulated GPR35 beta-arrestin translocation – imaging, U2OS, beta-arrestin-GFP, zaprinast agonist, primary screen (AID 2058). hit rate 0.052% among 290,000. one-dose inhibition, % at 10 µM; IC50 in µM for titrated hits. U2OS GPR35 beta-arrestin-GFP translocation imaging, zaprinast antagonism; higher % means a stronger effect;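 active means inhibition of at least 50% with at least 30 cells and total cytoplasm GFP at most 10,000,000; inconclusive means under 30 cells or total GFP of 10,000,000 plus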
GPR55 LPI antagonism: inhibition of LPI-stimulated GPR55 beta-arrestin translocation – imaging, U2OS, beta-arrestin-GFP, LPI agonist, primary screen (AID 2013); hit rate 0.13% among 290,000; U2OS GPR55 beta-arrestin-GFP translocation imaging, LPI antagonism; higher % means a stronger effect; inhibition, % at 10 µM; hits with a dose series show IC50 in µM;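 active means spots per cell inhibited over 60%, with over 100 cells counted and total cytoplasm intensity under 500,000; inconclusive means wells with under 100 cells, flagged as likely toxic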;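 further: U2OS cells stably carrying GPR55 and arrestin-GFP stimulated by 5 µM LPI near EC80; imaged beta-arrestin-GFP aggregate spots per cell after agonist stimulation; plate controls were LPI-stimulated DMSO wells for no effect and DMSO wells without LPI for full effect; some results filed as inactive read as strong as hits; confirmed hits need IC50 under 10 µM and bright autofluorescent wells are also inconclusive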
Myeloid diff MLP: promotes myeloid progenitor differentiation; calls only at 10 µM; hit rate 1% among 360,000; ER-HoxA9 myeloid progenitors, lysozyme-GFP differentiation, flow cytometry;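 active means normalized GFP-positive differentiation at or above the plate's own cutoff, the solvent-only control mean plus 3 SD; inconclusive means no clear call, values can overlap the other calls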;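 further: cells exposed to compound for four days before flow analysis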
LYP inhibition: inhibitors of LYP phosphatase, biochemical, fluorescence intensity, uHTS (AID 1779); one-dose inhibition, % at 11.5 µM; IC50 in µM for titrated hits; recombinant LYP phosphatase, fluorescence intensity; higher % means a stronger effect; hit rate 0.054% among 290,000; in the data active means inhibition above about 50%;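 further: plate controls were vehicle with enzyme for no effect and no enzyme for full effect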
MgcRacGAP inhibition: MgcRacGAP GTPase-activating activity inhibitors, confirmation, biochemical, ADP Hunter fluorescence. inhibition, % at 30 µM; hits with a dose series show IC50 in µM. MgcRacGAP-stimulated Rac1 GTP hydrolysis, ADP Hunter fluorescence; higher % means a stronger effect; GST-tagged Rac1 F28L mutant substrate. AID 624330. hit rate 0.6% among 340,000;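 active means first-screen hits whose inhibition reached a set limit at any dose in the follow-up dose series; inconclusive means inhibition above the set first-screen limit but never retested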;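 further: fluorescence reports GDP produced by GAP-driven GTP hydrolysis; strong numbers were not always called active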
NTR1 agonist: agonists of NTR1, primary screen, imaging, U2OS cells, beta-arrestin-GFP, high content (AID 493036); activation, % at 20 µM; hit rate 0.17% among 330,000; NTR1-U2OS beta-arrestin-GFP spot imaging, agonist mode; P30989;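 active means activation at or above 40% of the spot to cytoplasm intensity ratio, with at least 20 cells analyzed; inconclusive means wells under 20 cells, flagged as cytotoxic or low count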;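 further: 0% = DMSO without peptide and 100% = 100 nM NTR1 peptide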
Target sequence (P30989 whole entry, looked up): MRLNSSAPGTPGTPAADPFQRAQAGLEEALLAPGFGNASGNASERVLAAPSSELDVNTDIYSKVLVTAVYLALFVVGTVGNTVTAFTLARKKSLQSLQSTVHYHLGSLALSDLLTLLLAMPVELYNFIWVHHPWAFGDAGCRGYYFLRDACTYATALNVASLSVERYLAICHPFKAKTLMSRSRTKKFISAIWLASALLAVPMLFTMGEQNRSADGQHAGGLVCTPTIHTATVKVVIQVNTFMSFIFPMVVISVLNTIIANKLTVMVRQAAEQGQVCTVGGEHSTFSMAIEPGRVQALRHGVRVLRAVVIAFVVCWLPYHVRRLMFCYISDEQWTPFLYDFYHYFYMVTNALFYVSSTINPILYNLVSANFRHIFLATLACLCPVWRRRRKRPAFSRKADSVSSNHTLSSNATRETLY
Salmonella PhoP GFP: inhibitors of PhoP regulon expression, primary screen, Salmonella Typhimurium, GFP reporter (AID 1863). hit rate 0.16% among 300,000. inhibition, % at 50 µM, or IC50 in µM where a hit was titrated. S. Typhimurium PhoP-regulated promoter GFP reporter, 4 h; higher % means a stronger effect;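 active means inhibition over 29.93%, a cutoff 3 SD above the screen mean, later confirmed by dose response; inconclusive means inhibition over 29.93% but no dose response follow-up; inactive means inhibition at most 29.93% or unconfirmed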;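 further: 0% = low Mg2+ inducing control and 100% = high Mg2+ repressing control; strong numbers were not always called active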
NTR1 agonist cell count 20 µM: recorded beside NTR1 agonist, whose call it bears; cell count; measured here: cell count, cytotoxicity flag
Myeloid diff MLP GFP+ MAC1+ %: recorded beside Myeloid diff MLP, whose call it bears; GFP+ MAC1+ double positive, %; measured here: differentiation confirmed by MAC1 staining
The depositor's hits bear a star. Compounds were not picked by outcome, and some 2.4% of all compounds hit somewhere here.

CCn1c(SCC(=O)Nc2ccc(C)cc2)nnc1-c1cnccn1 was read as HIV fusion peptide 1.0%, Siah-1 displacement 3%, GPR35 arrestin U2OS -16%, GPR55 LPI antagonism -1%, Myeloid diff MLP inactive, LYP inhibition -7%, MgcRacGAP inhibition 9%, NTR1 agonist 2.8, Salmonella PhoP GFP -9%, NTR1 agonist cell count 20 µM 75 and Myeloid diff MLP GFP+ MAC1+ % 1.6.
`COCCNC(=S)NNc1ccc(Cl)c(C(=O)O)c1` gave HIV fusion peptide -1.8%, Siah-1 displacement 17%, GPR35 arrestin U2OS 1%, GPR55 LPI antagonism 0%, Myeloid diff MLP inactive, LYP inhibition -5%, MgcRacGAP inhibition 7%, NTR1 agonist -0.8, Salmonella PhoP GFP 6%, NTR1 agonist cell count 20 µM 67 and Myeloid diff MLP GFP+ MAC1+ % 0.2.
For COc1ccc(NC(=O)NNC(=O)c2ccc(Cl)cc2Cl)cc1OC the results were HIV fusion peptide -0.4%, Siah-1 displacement 8%, GPR35 arrestin U2OS 21%, GPR55 LPI antagonism 8%, Myeloid diff MLP inactive, LYP inhibition 1%, MgcRacGAP inhibition 10%, NTR1 agonist 0.1, Salmonella PhoP GFP 5%, NTR1 agonist cell count 20 µM 61 and Myeloid diff MLP GFP+ MAC1+ % 0.7.
Screening Cc1ccc(/C=N/NC(=O)CN(Cc2ccccc2)S(=O)(=O)c2ccc3c(c2)OCCO3)cc1 returned HIV fusion peptide 2.6%, Siah-1 displacement 6%, GPR35 arrestin U2OS -20%, GPR55 LPI antagonism 11%, Myeloid diff MLP inactive, LYP inhibition 3%, MgcRacGAP inhibition 3%, NTR1 agonist 6.2, Salmonella PhoP GFP 19%, NTR1 agonist cell count 20 µM 76 and Myeloid diff MLP GFP+ MAC1+ % 1.1.
For O=C(COC(=O)/C=C/c1cccc(F)c1)Nc1ccc(Cl)cn1 the results were HIV fusion peptide -0.4%, Siah-1 displacement -2%, GPR35 arrestin U2OS 4%, GPR55 LPI antagonism 3%, Myeloid diff MLP inactive, LYP inhibition 2%, MgcRacGAP inhibition 4%, NTR1 agonist -0.1, Salmonella PhoP GFP 8%, NTR1 agonist cell count 20 µM 58 and Myeloid diff MLP GFP+ MAC1+ % 0.7.
`Cc1cc(C)cc(NC(=S)/N=C(\N)Nc2nc(C)c3ccccc3n2)c1` gave HIV fusion peptide 2.3%, Siah-1 displacement -2%, GPR35 arrestin U2OS -1%, GPR55 LPI antagonism 11%, Myeloid diff MLP inconclusive, LYP inhibition 1%, MgcRacGAP inhibition 8%, NTR1 agonist 0.1, Salmonella PhoP GFP -13% and NTR1 agonist cell count 20 µM 72.
Screening N#C/C(=C(/O)c1ccc(C(=O)c2ccccc2)cc1)c1nc2ccccc2[nH]1 returned HIV fusion peptide 2.0%, Siah-1 displacement 0%, GPR35 arrestin U2OS 5%, GPR55 LPI antagonism 4%, Myeloid diff MLP inactive, LYP inhibition -4%, MgcRacGAP inhibition 14%, NTR1 agonist -0.2, Salmonella PhoP GFP -2%, NTR1 agonist cell count 20 µM 74 and Myeloid diff MLP GFP+ MAC1+ % 0.0.
For CCN(CC(=O)NCc1ccc(Cl)cc1)Cc1cc(=O)n2ccsc2n1 the results were HIV fusion peptide 5.9%, Siah-1 displacement 10%, GPR35 arrestin U2OS -10%, GPR55 LPI antagonism 1%, Myeloid diff MLP inactive, LYP inhibition -6%, MgcRacGAP inhibition -1%, NTR1 agonist 0.2, Salmonella PhoP GFP -2%, NTR1 agonist cell count 20 µM 55 and Myeloid diff MLP GFP+ MAC1+ % 1.0.
`O=C(N/N=C/c1ccccc1O)c1ccncc1` gave Myeloid diff MLP inactive, MgcRacGAP inhibition -3%, NTR1 agonist 1.6, Salmonella PhoP GFP -5%, NTR1 agonist cell count 20 µM 58 and Myeloid diff MLP GFP+ MAC1+ % 2.2.
For CN(CC(=O)Nc1ccc(F)c(F)c1F)C(=O)Cc1ccc2c(c1)OCCO2 the results were HIV fusion peptide 0.3%, Siah-1 displacement -3%, GPR35 arrestin U2OS -3%, GPR55 LPI antagonism 4%, Myeloid diff MLP inactive, LYP inhibition -9%, MgcRacGAP inhibition 3%, NTR1 agonist -0.6, Salmonella PhoP GFP -4%, NTR1 agonist cell count 20 µM 60 and Myeloid diff MLP GFP+ MAC1+ % 2.1.
Screening CC1CN(C2CCCCC2)c2nc3c(c(=O)[nH]c(=O)n3C)n2C1 (configuration not stated) returned HIV fusion peptide -2.6%, Siah-1 displacement 6%, GPR35 arrestin U2OS 1%, GPR55 LPI antagonism 7%, Myeloid diff MLP inactive, LYP inhibition -1%, MgcRacGAP inhibition 5%, NTR1 agonist 0.5, Salmonella PhoP GFP -13%, NTR1 agonist cell count 20 µM 75 and Myeloid diff MLP GFP+ MAC1+ % 0.1.
`O=C(Nc1ccc(N2CCN(C(=O)c3cccs3)CC2)cc1)c1cccc(F)c1` gave HIV fusion peptide 0.3%, Siah-1 displacement 4%, GPR35 arrestin U2OS -5%, GPR55 LPI antagonism -7%, Myeloid diff MLP inactive, LYP inhibition -4%, MgcRacGAP inhibition 1%, NTR1 agonist -1.5, Salmonella PhoP GFP -3%, NTR1 agonist cell count 20 µM 62 and Myeloid diff MLP GFP+ MAC1+ % 0.0.
Screening COc1cccc(-c2cc(C(=O)NCCc3ccccc3)no2)c1 returned HIV fusion peptide -0.8%, Siah-1 displacement 1%, GPR35 arrestin U2OS 5%, GPR55 LPI antagonism 8%, Myeloid diff MLP inactive, LYP inhibition 0%, MgcRacGAP inhibition -1%, NTR1 agonist -0.9, Salmonella PhoP GFP -4%, NTR1 agonist cell count 20 µM 53 and Myeloid diff MLP GFP+ MAC1+ % 2.7.
Screening Cn1cc(CN2CCC(n3nccc3NC(=O)CCOc3ccccc3)CC2)cn1 returned HIV fusion peptide 0.6%, Siah-1 displacement 1%, GPR35 arrestin U2OS -19%, GPR55 LPI antagonism -3%, Myeloid diff MLP inactive, LYP inhibition -7%, MgcRacGAP inhibition 7%, NTR1 agonist 2.0, Salmonella PhoP GFP -2%, NTR1 agonist cell count 20 µM 72 and Myeloid diff MLP GFP+ MAC1+ % 3.1.
For O=C(COc1ccc(C(=O)NCc2cccnc2)cc1)Nc1cccc(C(F)(F)F)c1 the results were Myeloid diff MLP inactive, MgcRacGAP inhibition 9%, NTR1 agonist 2.3, Salmonella PhoP GFP -2%, NTR1 agonist cell count 20 µM 52 and Myeloid diff MLP GFP+ MAC1+ % 1.0.
`O=C(Oc1cccc2cccnc12)c1cccc(-n2cnnn2)c1` gave HIV fusion peptide 1.3%, Siah-1 displacement 1%, GPR35 arrestin U2OS 8%, GPR55 LPI antagonism 3%, Myeloid diff MLP inactive, LYP inhibition -11%, MgcRacGAP inhibition 3%, NTR1 agonist 0.1, Salmonella PhoP GFP 1%, NTR1 agonist cell count 20 µM 70 and Myeloid diff MLP GFP+ MAC1+ % 0.6.
O=C(CN1CCN(S(=O)(=O)c2ccccc2)CC1)NC1CC1 was read as HIV fusion peptide 1.0%, Siah-1 displacement -6%, GPR35 arrestin U2OS 4%, GPR55 LPI antagonism 17%, Myeloid diff MLP inactive, LYP inhibition -10%, MgcRacGAP inhibition 6%, NTR1 agonist -0.7, Salmonella PhoP GFP -4%, NTR1 agonist cell count 20 µM 54 and Myeloid diff MLP GFP+ MAC1+ % 1.5.
For Cc1cccc(NC(=O)c2cc(S(=O)(=O)N3CCC4(CC3)OCCO4)ccc2F)c1 the results were HIV fusion peptide 2.2%, Siah-1 displacement 7%, GPR35 arrestin U2OS -2%, GPR55 LPI antagonism 4%, Myeloid diff MLP inactive, LYP inhibition -3%, MgcRacGAP inhibition -13%, NTR1 agonist -0.8, Salmonella PhoP GFP -7%, NTR1 agonist cell count 20 µM 53 and Myeloid diff MLP GFP+ MAC1+ % 2.3.
`Cc1[nH]n(-c2ccc(Cl)cc2)c(=O)c1/C=N/c1nnc(-c2ccccc2)s1` gave HIV fusion peptide 15%, Siah-1 displacement 5%, GPR35 arrestin U2OS -14%, GPR55 LPI antagonism 8%, Myeloid diff MLP inactive, LYP inhibition -6%, MgcRacGAP inhibition 8%, NTR1 agonist 3.7, Salmonella PhoP GFP -5%, NTR1 agonist cell count 20 µM 67 and Myeloid diff MLP GFP+ MAC1+ % 0.2.
Screening CCOC(=O)N1CCC(n2c(SCC(=O)NCc3ccco3)nc3ccsc3c2=O)CC1 returned HIV fusion peptide 0.2%, Siah-1 displacement -6%, GPR35 arrestin U2OS 13%, GPR55 LPI antagonism 6%, Myeloid diff MLP inactive, LYP inhibition 0%, MgcRacGAP inhibition 2%, NTR1 agonist 0.3, Salmonella PhoP GFP -7%, NTR1 agonist cell count 20 µM 84 and Myeloid diff MLP GFP+ MAC1+ % 0.3.
For O=C(NCCN1CCOCC1)c1cc2ccccc2[nH]1 the results were HIV fusion peptide -0.4%, Siah-1 displacement 0%, GPR35 arrestin U2OS -14%, GPR55 LPI antagonism -16%, Myeloid diff MLP inactive, LYP inhibition -5%, MgcRacGAP inhibition 14%, NTR1 agonist -1.6, Salmonella PhoP GFP 6%, NTR1 agonist cell count 20 µM 42 and Myeloid diff MLP GFP+ MAC1+ % 0.7.
`CC(C)NC(=O)C(=O)NCCC1CCCCN1S(=O)(=O)c1cccs1` (configuration not stated) gave Myeloid diff MLP inactive, MgcRacGAP inhibition 2%, NTR1 agonist 1.2, Salmonella PhoP GFP -4%, NTR1 agonist cell count 20 µM 64 and Myeloid diff MLP GFP+ MAC1+ % 0.8.
Screening O=C(NC1CC(=O)N(c2ccc(F)cc2)C1)N1CCN(C(=O)c2ccco2)CC1 (configuration not stated) returned Myeloid diff MLP inactive, MgcRacGAP inhibition 7%, NTR1 agonist 0.7, Salmonella PhoP GFP -6%, NTR1 agonist cell count 20 µM 45 and Myeloid diff MLP GFP+ MAC1+ % 0.8.
Screening CCCCOC(=O)c1ccccc1N1C(=O)C2C3CCC(C3)C2C1=O (configuration not stated) returned HIV fusion peptide -0.7%, Siah-1 displacement -2%, GPR35 arrestin U2OS 17%, GPR55 LPI antagonism 7%, Myeloid diff MLP inactive, LYP inhibition -6%, MgcRacGAP inhibition 5%, NTR1 agonist 1.1, Salmonella PhoP GFP 6%, NTR1 agonist cell count 20 µM 45 and Myeloid diff MLP GFP+ MAC1+ % 2.3.
Screening COc1ccc(CNC(=O)c2ccc(=O)oc2)cc1OC returned HIV fusion peptide -0.7%, Siah-1 displacement -2%, GPR35 arrestin U2OS 12%, GPR55 LPI antagonism 12%, Myeloid diff MLP inactive, LYP inhibition -1%, MgcRacGAP inhibition 4%, NTR1 agonist -1.3, Salmonella PhoP GFP 1%, NTR1 agonist cell count 20 µM 62 and Myeloid diff MLP GFP+ MAC1+ % 0.9.

Source: PubChem BioAssay
